Assay outcomes deposited in PubChem by National Center for Advancing Translational Sciences (NCATS).
Rhodamine autofl: rhodamine region autofluorescence. Rhodamine-region fluorescence, 547/598 nm, Tris buffer; stronger effect = higher value. max dye-equivalent concentration, M. 59,000 tested, 0.05% active; in the data active means max dye-equivalent concentration above about 11 nM; inconclusive means between about 1.1 nM and that limit
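A six-point rhodamine series on each plate calibrates the signal. Compounds sit in 100 mM Tris (pH 8.0) for 15 min at ambient temperature before imaging through 547 nm/598 nm filters.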
USP2a inhib: blocks human ubiquitin-specific protease USP2a | USP2a enzymatic assay, qHTS inhibition | Potency, µM (titrated, usually from 38.3 µM), inactives show at the top dose activity change, negative = inhibition, actives largely listed as inhibitors | 60,000 tested, 0.1% active;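 further: potency means the concentration at half of the fitted maximal effect; nearly all actives have a fitted effect of over 60% in size; plate controls were DMSO for no effect and NEM full inhibition control for full effect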
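Inhibition is measured in a cell-free coupled assay with 20 nM USP2 core, 20 nM Ub-PLA2 and 20 uM NBD C6-HPC, 2.5 h incubation. Activity normalized to NEM control.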
Tau filament bind: tau filament binding. recombinant tau filaments, thioflavin S fluorescence, 15 h; filaments grown with octadecylsulfate alongside compound. AID 596. Potency, µM (series often up to 57.1 µM), for inactives: at the top dose activity change, negative = inhibition. 71,000 tested, 2% active;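 further: potency means the concentration at half of the fitted maximal effect; on the % scale 0 is the no-effect control and ±100 the full control effect; actives lower thioflavin S fluorescence by blocking filaments or displacing dye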
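Assay mix: 1 uM His-tagged tau, 30 uM sodium octadecylsulfate, thioflavine S dye in HEPES/NaCl/DTT buffer. Compound is added prior to the inducer. Fluorescence after 15 h at 37 C.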
Fluorescein autfl: compound fluoresces in the fluorescein spectral region; Compound autofluorescence, 480/540 nm, fluorescein-equivalent; stronger effect = higher value; 59,000 tested, 0.91% active; max fluorescein-equivalent concentration, M; AID 593; in the data active means max fluorescein-equivalent concentration above about 10 nM; inconclusive means between about 1.1 nM and that limit
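Fluorescein stocks ranging 3 mM down to 300 nM, plus DMSO blanks, were pinned alongside compounds to build a per-plate standard curve. Buffer: 100 mM Tris, pH 8.0. Incubation 15 min, room temperature; filters 480/540 nm.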
HADH2 inh: blocks human hydroxyacyl-CoA dehydrogenase type II. Q99714. recombinant HADH2, NADH fluorescence, beta-hydroxybutyryl-CoA. Potency, µM (top dose mostly 57.1 µM), inactives show top-dose activity change, negative = inhibition, usual class: inhibitors. 73,000 tested, 3.4% active. AID 886; further: potency means the concentration at half of the fitted maximal effect; on the % scale 0 is the no-effect control and ±100 the full control effect; nearly all actives have a fitted effect of over 60% in size; many of its hits are not listed in these tables
Target sequence (Q99714 whole entry, looked up, one chain of several): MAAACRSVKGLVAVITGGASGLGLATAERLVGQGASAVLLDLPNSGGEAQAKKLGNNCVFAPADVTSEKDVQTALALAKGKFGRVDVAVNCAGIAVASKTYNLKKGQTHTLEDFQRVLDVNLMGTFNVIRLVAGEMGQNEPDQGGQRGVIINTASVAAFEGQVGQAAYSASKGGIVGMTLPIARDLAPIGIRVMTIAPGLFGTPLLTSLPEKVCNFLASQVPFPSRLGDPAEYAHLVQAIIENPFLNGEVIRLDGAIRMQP
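Buffer 100 mM Tris-HCl pH 9.0/0.01% Tween-20; HADH2 20 nM; NAD+ 1 mM; beta-hydroxybutyryl-CoA 90 uM (all final). 15 min cpd preincubation, RT.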
TexasRed autofl: Texas Red region autofluorescence. Compound fluorescence, Texas Red channel, 547/618 nm; stronger effect = higher value. max dye-equivalent concentration, M. 59,000 tested, 0.06% active; in the data active means max dye-equivalent concentration above about 10 nM; inconclusive means between about 1.1 nM and that limit
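Texas Red-region profiling: compounds in 100 mM Tris pH 8.0 were read at 547/618 nm after 15 min at room temperature. Intensities were normalized against a six-point Texas Red standard series to give dye-equivalent concentration.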
HEK293 cAMP cs: counter-screen for TSHR agonists: cAMP increase in parental HEK293; parental HEK293 CNG cAMP sensor, membrane potential fluorescence; Potency, µM (series often up to 57.1 µM), inactives show at the top dose activation, hits mostly activators; 73,000 tested, 2.5% active; further: potency means the concentration at half of the fitted maximal effect; % of control where 0% means no effect; nearly all actives have a fitted effect of over 55% in size
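Parental HEK 293 cells stably expressing a modified CNG channel (no TSHR) report cAMP rise as membrane depolarization. Membrane potential dye with 100 uM RO 20-1724 was loaded for 60 min at room temperature, then compound added for 30 min; fluorescence read at 590 nm.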
Caspase-1 inhib: caspase-1 (human) inhibition, allosteric or competitive; P29466; Potency, µM (doses to about 57.5 µM), without a hit: top-dose activity change, negative = inhibition, actives largely listed as inhibitors; Caspase-1 enzyme, Ac-WEHD-AFC fluorogenic rate; 75,000 tested, 0.03% active;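 further: potency means the concentration at half of the fitted maximal effect; plate controls were vehicle for no effect and no substrate for full effect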
Target sequence (P29466 120-297 limits assumed): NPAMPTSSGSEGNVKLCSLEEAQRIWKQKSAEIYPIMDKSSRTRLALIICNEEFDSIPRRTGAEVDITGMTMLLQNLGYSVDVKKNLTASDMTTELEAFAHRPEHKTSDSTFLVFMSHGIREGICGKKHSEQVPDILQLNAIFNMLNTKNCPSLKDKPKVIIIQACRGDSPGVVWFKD
Target sequence (P29466 317-404 limits assumed): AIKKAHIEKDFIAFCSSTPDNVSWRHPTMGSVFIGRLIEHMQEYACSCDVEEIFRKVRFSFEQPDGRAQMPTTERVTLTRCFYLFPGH
FLuc inh: firefly luciferase inhibition | P08659 | purified firefly luciferase, luminescence, 8 min | Potency, µM (highest dose often 57.1 µM), without a hit: at the top dose activity change, negative = inhibition, hits mostly inhibitors | 72,000 tested, 2.2% active; further: potency means the concentration at half of the fitted maximal effect; on the % scale 0 is the no-effect control and ±100 the full control effect; nearly all actives have a fitted effect of over 40% in size
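Inhibition of light generation by firefly luciferase from ATP and luciferin was profiled with concentration-response curves per sample, ATP held at 10 uM within the enzyme's linear range. Plates were read by luminescence after an 8-minute ambient incubation.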
Caspase-7 inhib: allosteric or competitive inhibitors of human caspase-7. recombinant caspase-7, Ac-DEVD-AFC fluorescence rate. Potency, µM (top dose mostly 57.5 µM), inactives show top-dose activity change, negative = inhibition, hits mostly inhibitors. 75,000 tested, 0.02% active; active means well fitted inhibition curve with a large enough effect in the main read-out, with a control signal flat, not every such curve was filed as active; inconclusive means small, poorly fitted or top-dose-only effect, or a change in a side signal; further: potency means the concentration at half of the fitted maximal effect; % of control where 0% means no effect
Target sequence (P55210 24-198 limits assumed): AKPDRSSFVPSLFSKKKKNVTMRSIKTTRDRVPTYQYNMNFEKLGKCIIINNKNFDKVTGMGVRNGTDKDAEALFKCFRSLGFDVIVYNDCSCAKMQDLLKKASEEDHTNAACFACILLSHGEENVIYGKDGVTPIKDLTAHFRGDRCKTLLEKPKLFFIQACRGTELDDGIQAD
Target sequence (P55210 207-303 limits assumed): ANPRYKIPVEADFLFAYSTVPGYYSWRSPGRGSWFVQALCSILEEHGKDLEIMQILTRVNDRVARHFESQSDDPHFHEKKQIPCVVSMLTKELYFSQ
ERK AVP inh: vasopressin-driven ERK pathway inhibition; HEK293-V1b, vasopressin-stimulated pERK AlphaScreen; Potency, µM (doses to about 57.5 µM), inactives show top-dose activity, negative = inhibition, actives largely listed as inhibitors; 72,000 tested, 0.99% active; AID 995; further: potency means the concentration at half of the fitted maximal effect; on the % scale 0 is the no-effect control and ±100 the full control effect; nearly all actives have a fitted effect of over 55% in size
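Overnight-seeded V1b-HEK293 cells in 1% FBS got compound, then vasopressin (25 nM final, 5 min, 37C), then lysis buffer. AlphaScreen detection of phospho-ERK; activity normalized to basal and full-stimulation controls.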
* hit, by the source's call; i = inactive; ? = inconclusive; nt = not tested or not shown; [ ] = remark or other dose. Unless noted, the call rests on the fitted dose curve; in most records, active means well fitted curve in the direction sought with a large enough effect; inconclusive means small, poorly fitted or top-dose-only effect, or another doubt; inactive means no such curve, though single readings can be large; an effect the other way counts as inactive or inconclusive. These rows are one share of the data; rates above refer to the full screens.

SMILES	Rhodamine autofl	USP2a inhib	Tau filament bind	Fluorescein autfl	HADH2 inh	TexasRed autofl	HEK293 cAMP cs	Caspase-1 inhib	FLuc inh	Caspase-7 inhib	ERK AVP inh
C[C@@H]1CCC[C@H](C)N1	i	-15%[17.1 µM]	-6%[25.6 µM]	?	-4%[25.6 µM]	i	-2%[25.6 µM]	-3%[25.7 µM]	0%[25.5 µM]	1%[25.7 µM]	1%[25.7 µM]
CCOCCCNC(=O)c1cc(C)nn1-c1ccccc1	nt	nt	-2%	nt	11%	nt	8%	2%	4%	1%	-21%
COCCOC(=O)C1=C(C)OC(N)=C(C#N)C1c1ccc2c(c1)OCO2 (configuration not stated)	nt	-3%	24%	nt	-14%	nt	9%	?	-2%	-28%	-11%
COc1cc(S(=O)(=O)N2CCC(C(N)=O)CC2)c(C)cc1C	i	9%	2%	?	-3%	i	2%	-1%	1%	2%	-4%
COc1c(C(=O)Nc2c(C)n(C)n(-c3ccccc3)c2=O)ccc2ccccc12	nt	4%	-7%	nt	5%	nt	?	-1%	-1%	0%	-18%
CCCOc1ccc(/C(O)=C2/C(=O)C(=O)N(CCCOC)C2c2ccncc2)cc1 (configuration not stated)	i	-6%	-3%	i	-5%	?	3%	-2%	1%	-3%	20%
Cc1cc(C)nc(N2C(=O)CC(Cc3ccccc3)C2=O)n1 (configuration not stated)	i	2%	0%	?	0%	?	-5%	0%	-1%	1%	2%
N#Cc1ccc(CN2CC3(CCN(C(=O)c4cc(C(F)(F)F)cc(C(F)(F)F)c4)CC3)C2)cc1	i	117%[activator]	7%	i	-17%	i	28%	-4%	0%[11.4 µM]	-2%	-2%
CN(C)CCn1nnnc1SCC1=C(C(=O)O)N2C(=O)[C@@H](NC(=O)Cc3csc(N)n3)[C@@H]2SC1	i	7%[17.1 µM]	24%[25.6 µM]	i	13µM*	?	4%[25.6 µM]	-10%[25.7 µM]	-1%[25.5 µM]	-15%[25.7 µM]	23%[25.7 µM]
CC1CC(C)CN(c2oc(-c3ccco3)nc2C#N)C1 (configuration not stated)	i	-1%	32%	i	-19%	i	16µM*	-3%	1%	2%	?
O=C(CSc1nnnn1C1CCCCC1)N1CCc2ccccc21	i	4%	2%	?	2%	i	7%	2%	3%	7%	31%
O=C1C(C=NCc2ccco2)=C(O)c2ccccc21	nt	8%	25µM*	nt	-26%	nt	5%	-3%	13µM*	-2%	-11%
COc1ccccc1C1(O)CCN(CC(=O)Nc2c(C)nn(C)c2C)CC1	i	-2%	1%	i	-3%	i	-4%	2%	-1%	0%	7%
O=C(Nc1nnc(-c2ccco2)s1)C1CCN(S(=O)(=O)c2ccc(Cl)cc2)CC1	i	36%[activator]	60%	i	-22%	i	-2%	-3%	5%	-1%	-3%
Cn1cccc1C1NC(=O)c2c(sc3c2CCC(C(C)(C)C)C3)N1 (configuration not stated)	i	27%	?	?	-8%	i	12%	1%	-11%	-4%	-7%
CC1=C(C(=O)Nc2ccccc2C)C(c2ccc(C)o2)N2C(=O)CSC2=N1 (configuration not stated)	i	-4%	-2%	?	2%	?	7%	-3%	-2%	0%	0%
N#CC(C(=O)NCCc1ccccc1)c1nc2ccccc2nc1N1CCCCC1 (configuration not stated)	i	8%	-5%	1.2e-07M*	6%	i	21%	?	0%	-27%	13%
O=C(NCC1c2ccccc2CCN1C(=O)CN1CCOCC1)C1CCCCC1 (configuration not stated)	i	-4%	-2%	?	16%	i	13%	0%	-37%	-1%	-16%
COC(=O)C1CCN(C(=O)NC(C)(C)C)CC1	i	-9%	6%	i	-10%	i	13%	1%	-2%	-1%	16%
COc1ccc(O)c(CN2CCN(C/C=C/c3ccccc3)CC2)c1	nt	5%	-23%	nt	-1%	nt	?	0%	-1%	-1%	-25%
COc1ccc(C(=O)Nc2nncs2)cc1S(=O)(=O)N1CC(c2ccccc2)CC1=O (configuration not stated)	nt	nt	-18%	nt	?	nt	1%	-1%	-2%	0%	-1%
CC(=O)Nc1c(C(=O)O)[nH]c2ccccc12	i	-5%	-9%	i	18%	i	3%	0%	4%	2%	16%
Oc1c(C(Nc2nc3ccccc3s2)c2ccco2)ccc2cccnc12 (configuration not stated)	i	26%	-29%	?	9%	?	9%	-5%	-3%	5%	?
COc1ccc2c(c1OC)C(=O)N(c1cccc(C)c1)C2=O	nt	-11%	-8%	nt	-8%	nt	9%	-4%	-23%	-1%	-5%
CC(=O)Oc1cccc(N2C(=O)C3C(C2=O)C2C=CC3C23CC3)c1 (configuration not stated)	nt	-4%	-1%	nt	-29%	nt	11%	1%	-1%	-1%	0%
More results.
SMILES	Rhodamine autofl	USP2a inhib	Tau filament bind	Fluorescein autfl	HADH2 inh	TexasRed autofl	HEK293 cAMP cs	Caspase-1 inhib	FLuc inh	Caspase-7 inhib	ERK AVP inh
Cc1cc(C)c2nc(SCC(=O)N3CCCCC3)c(C#N)cc2c1	i	6%	0%	?	7%	i	?	1%	-1%	-1%	-4%
O=C(NCCN1CCOCC1)c1ccc2c(c1)N(Cc1ccccc1F)C(=O)CS2	i	10%	4%	?	-1%	i	8%	0%	1%	-1%	-18%
CCOC(=O)c1ccc(NC(=O)CSc2nnc(COc3ccccc3OC)n2CC)cc1	i	4%	63%	i	9%	?	6%	4%	1%	-1%	-12%
O=c1oc2cc(O)ccc2cc1-c1ccc(F)cc1	i	20%	8%	i	15%	i	11%	-10%	5%	-12%	-18%
O=C(Nc1ccc(N2CCOCC2)c(Cl)c1)c1c(F)c(F)c(F)c(F)c1F	i	-4%	-2%	?	0%	?	?	1%	3%	-1%	0%
NC(=O)CCc1c[nH]c2ccccc12	nt	nt	-3%	nt	8%	nt	1%	1%	-1%	-1%	-11%
COc1ccc(NC(=O)CSc2nc3ccccc3c(=O)n2CCNC(C)=O)cc1	i	15%	3%	i	11%	i	5%	3%	6%	-1%	?
CC1(C)CC(=O)C=C(NCC(=O)O)C1	i	-1%	69%	?	7%	i	-3%	-8%	1%	-5%	0%
CCCCN(C)C(=O)c1coc(=O)c2ccccc12	i	-4%	-3%	i	2%	i	?	0%	2%	1%	-3%
C=CCn1c(SCCCCCC)nc(O)cc1=O	i	38%[activator]	-3%	i	-1%	i	11%	-2%	2%	-4%	25%
COc1cc2c(cc1OC)C(c1ccncc1)CC(=O)N2 (configuration not stated)	i	-3%	-1%	i	3%	i	?	0%	0%	-3%	-10%
O=S1(=O)CCN2C=C(Br)C=C(Br)C2=N1	i	2%	0%	?	-6%	i	5%	-4%	-1%	0%	-2%
COc1ccc(CCN2C(=O)CC(N3CCN(S(=O)(=O)c4ccccc4)CC3)C2=O)cc1 (configuration not stated)	i	23%	0%	?	23%	i	?	1%	1%	-9%	-2%
Cc1ccc(-c2cc(C(F)F)n3ncc(C(=O)NCc4ccco4)c3n2)cc1	i	1%	-21%	i	0%	i	25%	?	-1%	-26%	-13%
CC(C)CNC(=O)C1CC(=O)OC12CCCCC2 (configuration not stated)	i	-14%	-1%	?	5%	i	4%	3%	0%	0%	-7%
CC(C)n1c(NCc2ccc(N(C)C)cc2)nc2ccccc21	i	7%	?	i	4%	?	-39%[inhibitor]	-1%	-6%	-2%	-41%
COC(=O)c1cc(NS(=O)(=O)c2ccc(OC)c(OC)c2)ccc1Cl	i	8%	-2%	?	-2%	?	2%	1%	0%	1%	-14%
Cc1onc(-c2ccccc2Cl)c1C(=O)Nc1ccc(-n2nncc2C(C)(C)C)cc1	i	4%	25µM*	i	8%	?	?	-5%	0%	1%	-8%
O=C(Nc1ccc(-c2noc(CCc3ccccc3)n2)cc1)c1ccco1	i	24%	49%	i	-14%	i	8%	-8%	10µM*	-6%	-7%
COC(=O)c1ccc(Cl)c(NC(=O)NC2CCCCC2)c1	nt	4%	144%	nt	6%	nt	13%	-5%	0%	-4%	-18%
Cn1cccc1Cc1nnc(SCC(=O)N2CCCc3ccccc32)n1-c1ccc(F)cc1	nt	nt	1%	nt	-13%	nt	13%	-2%	1%	-5%	-27%

Some of the entries above in another layout.
NC(=O)CCc1c[nH]c2ccccc12
- Rhodamine autofl: nt
- USP2a inhib: nt
- Tau filament bind: -3%
- Fluorescein autfl: nt
- HADH2 inh: 8%
- TexasRed autofl: nt
- HEK293 cAMP cs: 1%
- Caspase-1 inhib: 1%
- FLuc inh: -1%
- Caspase-7 inhib: -1%
- ERK AVP inh: -11%

COc1ccc(NC(=O)CSc2nc3ccccc3c(=O)n2CCNC(C)=O)cc1
- Rhodamine autofl: i
- USP2a inhib: 15%
- Tau filament bind: 3%
- Fluorescein autfl: i
- HADH2 inh: 11%
- TexasRed autofl: i
- HEK293 cAMP cs: 5%
- Caspase-1 inhib: 3%
- FLuc inh: 6%
- Caspase-7 inhib: -1%
- ERK AVP inh: ?

CC1(C)CC(=O)C=C(NCC(=O)O)C1
- Rhodamine autofl: i
- USP2a inhib: -1%
- Tau filament bind: 69%
- Fluorescein autfl: ?
- HADH2 inh: 7%
- TexasRed autofl: i
- HEK293 cAMP cs: -3%
- Caspase-1 inhib: -8%
- FLuc inh: 1%
- Caspase-7 inhib: -5%
- ERK AVP inh: 0%
